Source: PubChem
EBI2 antag = EBI2 receptor antagonists, beta-arrestin recruitment, primary screen, cell-based, luminescence, 7a,25-OHC stimulation, uHTS | 360,000 tested, 0.81% active | AID 651636, 2012 | G-protein coupled receptor 183 (Homo sapiens), P32249 | 7a,25-OHC stimulated | inhibition, % at 5 µM; in the data active = inhibition above about 38%;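 also: enzyme fragment complementation signal reports receptor beta-arrestin coupling in cells; 0% = agonist plus DMSO wells and 100% = wells without agonist; some results beyond the cut were filed as inactive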
UBC13 inh = UBC13 polyubiquitin chain formation inhibitors, primary screen, biochemical, TR-FRET, uHTS. inhibition, % at 20 µM. Ubiquitin-conjugating enzyme E2 N (Homo sapiens), P61088. AID 485273, 2010. 330,000 tested, 0.47% active; in the data active = inhibition above about 45%, passing the limit was not always enough
Target sequence (P61088 whole entry, looked up): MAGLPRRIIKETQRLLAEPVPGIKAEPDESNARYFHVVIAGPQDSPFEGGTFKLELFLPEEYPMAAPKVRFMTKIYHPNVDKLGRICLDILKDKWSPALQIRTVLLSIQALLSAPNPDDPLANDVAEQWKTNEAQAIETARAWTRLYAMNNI
Jurkat NFkB inh = inhibitors of induced NF-kB luciferase reporter, primary screen, TCR NF-kB activation inhibitor project, cell-based, luminescence, uHTS | inhibition, % at 4 µM | Jurkat, PMA/ionomycin-induced NF-kB luciferase reporter | 330,000 tested, 0.53% active | AID 435003, 2010; in the data active = inhibition above about 50%
697 NFkB inh = inhibitors of PMA/ionomycin-induced NF-kB reporter, 697 cells, primary screen, B-cell NF-kB inhibitor project, cell-based, luminescence, uHTS; inhibition, % at 4 µM; 697 B-cell NF-kB luciferase reporter, 16 h; 330,000 tested, 0.33% active; in the data active = inhibition above about 35%
CCR6 antag = CCR6 receptor antagonists, primary screen, cell-based, CHO-K1, luminescence, beta-arrestin, uHTS | C-C chemokine receptor type 6 (Homo sapiens), P51684 | CHO-K1 CCR6 PathHunter beta-arrestin, CCL20-stimulated | inhibition, % at 20 µM | 340,000 tested, 0.49% active | AID 493098, 2011;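 active = compounds whose inhibition of the agonist-driven luminescence signal at 20 µM reaches about 50%, limit read from the data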;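 also: cells stimulated with CCL20 at 14 nM final; plate controls were DMSO with CCL20 for no effect and DMSO without agonist for full effect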
CXCR6 block = CXCR6 receptor inhibitors, primary screen, cell-based, beta-arrestin, luminescence, CHO-K1 PathHunter, 1536-well. C-X-C chemokine receptor type 6 (Homo sapiens), O00574. inhibition, % at 20 µM. 360,000 tested, 0.36% active. AID 602244, 2012; in the data active = inhibition above about 34%, passing the limit was not always enough;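 also: antagonist mode with CXCL16 agonist at 10 nM final; 0% = 10 nM CXCL16 with DMSO and 100% = unstimulated wells without agonist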
Target sequence (O00574 whole entry, looked up): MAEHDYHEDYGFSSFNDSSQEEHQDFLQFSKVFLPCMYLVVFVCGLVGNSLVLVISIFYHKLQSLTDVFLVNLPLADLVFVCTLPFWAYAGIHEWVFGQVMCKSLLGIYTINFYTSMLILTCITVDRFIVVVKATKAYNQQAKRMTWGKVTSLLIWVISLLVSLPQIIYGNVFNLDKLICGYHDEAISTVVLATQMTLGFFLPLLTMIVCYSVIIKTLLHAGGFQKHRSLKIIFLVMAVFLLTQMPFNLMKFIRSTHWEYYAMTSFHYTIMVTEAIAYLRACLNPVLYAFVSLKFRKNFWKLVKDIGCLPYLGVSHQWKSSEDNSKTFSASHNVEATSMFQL
APJ antag = antagonists of human apelin receptor APJ, primary screen, CHO-K1 cells, beta-arrestin complementation, luminescence | 330,000 tested, 0.32% active | inhibition, % at 20 µM | P35414 | AID 2521, 2010;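 active = inhibition above about 40% at 20 µM, limit read from the data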;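 also: cells challenged with 10 nM apelin-13 agonist together with compound; plate controls were apelin-13 plus DMSO wells for no effect and DMSO wells lacking apelin-13 for full effect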
Target sequence (P35414 whole entry, looked up): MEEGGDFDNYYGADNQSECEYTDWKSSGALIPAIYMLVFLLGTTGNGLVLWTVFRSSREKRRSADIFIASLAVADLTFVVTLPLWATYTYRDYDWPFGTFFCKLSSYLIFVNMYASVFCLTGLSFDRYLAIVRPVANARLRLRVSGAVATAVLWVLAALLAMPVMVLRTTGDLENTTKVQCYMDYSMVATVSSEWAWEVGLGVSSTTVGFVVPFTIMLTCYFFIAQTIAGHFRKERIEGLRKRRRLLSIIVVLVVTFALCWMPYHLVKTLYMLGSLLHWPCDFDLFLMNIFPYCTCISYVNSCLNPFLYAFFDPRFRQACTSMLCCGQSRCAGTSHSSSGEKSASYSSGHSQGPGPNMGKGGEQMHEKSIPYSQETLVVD
Gli-Sufu block = Gli-Sufu pathway antagonists, primary screen, luciferase luminescence, Sufu-KO-LIGHT cells, uHTS; Sufu-KO-LIGHT fibroblasts, Gli luciferase reporter luminescence; inhibition, % at 5 µM; 340,000 tested, 0.74% active; AID 588413, 2011;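 active = inhibition above about 55%, limit read from the data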;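 also: 0% = DMSO-treated cells and 100% = wells with medium but no cells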
* hit, by the source's call; x = not tested or not shown.

Labels used below: A = EBI2 antag; B = UBC13 inh; C = Jurkat NFkB inh; D = 697 NFkB inh; E = CCR6 antag; F = CXCR6 block; G = APJ antag; H = Gli-Sufu block
CS(=O)(=O)NNC(=O)c1sccc1OCc1ncc(C(F)(F)F)cc1Cl
  A: -1 | B: 13 | C: -12 | D: -23 | E: 14 | F: 7 | G: 5 | H: 4

CC1CCN(C(=O)CNC(=O)c2ccc(Br)o2)CC1
  A: -3 | B: -7 | C: -7 | D: -47 | E: 14 | F: 8 | G: -4 | H: -56

CSc1cccc(NC(=S)N2CCC(N(C)C3CCCCCC3)CC2)c1
  A: 0 | B: 5 | C: 0 | D: 3 | E: 8 | F: 2 | G: 28 | H: 6

CC(C)(O)C#Cc1ccc(CN2CCCC(CO)(Cc3cccc(Cl)c3)C2)cc1 (stereo unspecified)
  A: 2 | B: 4 | C: -12 | D: -4 | E: 30 | F: -15 | G: -13 | H: 44

O=C(O)c1cc(S(=O)(=O)NCC2CCCO2)ccc1Cl (stereo unspecified)
  A: -3 | B: 2 | C: 8 | D: 11 | E: 19 | F: 3 | G: 22 | H: -4

CN(C)c1ccc(C(=O)c2ccc(O)cc2O)cc1
  A: -18 | B: -3 | C: -27 | D: -36 | E: 4 | F: 33 | G: 7 | H: -32

COc1ccc(COc2ccc3ccc(=O)oc3c2)cc1
  A: -1 | B: -3 | C: -76 | D: -79 | E: 13 | F: -4 | G: 13 | H: -91

Cc1ccc(C)c(S(=O)(=O)/N=C(/Nc2ccccc2)c2ccccc2)c1
  A: 4 | B: -1 | C: 8 | D: -13 | E: 12 | F: 6 | G: -2 | H: -4

Cc1ccc(Cn2c(=O)c3ccccc3n3c(CCC(=O)O)nnc23)cc1
  A: 3 | B: 5 | C: 13 | D: 8 | E: 3 | F: -2 | G: -6 | H: -10

Cc1nn(Cc2ccccc2Cl)c(C)c1C(=O)NC1=NCCS1
  A: 4 | B: -6 | C: 0 | D: -31 | E: 4 | F: -2 | G: 8 | H: -9

COc1cc(NC(=O)c2cccnc2)ccc1NC(=O)c1ccccc1Cl
  A: -8 | B: -3 | C: 12 | D: -1 | E: -12 | F: -9 | G: 4 | H: -13

CCOC(=O)c1sc(NC(=O)CCN2C(=O)c3ccccc3C2=O)c(C(=O)OCC)c1C
  A: 9 | B: -2 | C: -12 | D: -40 | E: 3 | F: 3 | G: -7 | H: 9

CCOC(=O)N1CCN(S(=O)(=O)N2CCCC(C(=O)NCCCN3CCCCC3CC)C2)CC1 (stereo unspecified)
  A: -4 | B: 7 | C: 13 | D: 18 | E: -13 | F: 4 | G: -8 | H: 2

COc1ccccc1N1CCN(C2CCCN(C(=O)CCC(=O)N(C)C)C2)CC1 (stereo unspecified)
  A: 0 | B: 7 | C: 1 | D: 10 | E: -5 | F: -7 | G: 10 | H: 0

CCCNC(=O)CN(C)S(=O)(=O)c1c(C)cc(C)cc1C
  A: -3 | B: -2 | C: 4 | D: -1 | E: 8 | F: 0 | G: -17 | H: 1

C1=C(N2CCOCC2)/C(=C/c2nc3ccccc3[nH]2)CC1
  A: 0 | B: -6 | C: 1 | D: 13 | E: 30 | F: -10 | G: -6 | H: 6

Cn1c(=O)cc(OCC(=O)NCCCN2CCN(c3ccccc3F)CC2)c2ccccc21
  A: 1 | B: -11 | C: -1 | D: 15 | E: -4 | F: 1 | G: 6 | H: 13

CCN1C(=O)[C@H]2[C@H]3CN=C(SCc4ccc(Cl)cc4)N3[C@@](C)(C(=O)OC)[C@H]2C1=O
  A: -13 | B: x | C: x | D: 0 | E: 6 | F: -6 | G: x | H: -2

CCOc1ccc(N(C(=O)c2cc3ccccc3oc2=O)C2C=CS(=O)(=O)C2)cc1 (stereo unspecified)
  A: -7 | B: -3 | C: -21 | D: -11 | E: -4 | F: 4 | G: -2 | H: 3

CC(NC(=O)CN(C)S(=O)(=O)c1cccc2nsnc12)c1ccccc1 (stereo unspecified)
  A: 0 | B: 1 | C: -3 | D: 11 | E: -6 | F: 0 | G: 18 | H: 2

O=C(Nc1ccc2c(c1)OCCO2)C(=O)c1c[nH]c2ccccc12
  A: 15 | B: 3 | C: -63 | D: -377 | E: 2 | F: -2 | G: -19 | H: 16

CC1(C)CC(=O)CC(=Nc2ccc3[nH]c(=O)[nH]c3c2)C1
  A: 0 | B: -2 | C: -11 | D: 10 | E: -6 | F: 12 | G: -24 | H: -3

[O-]/C(=C(\C(=S)NCc1ccccc1)[n+]1ccccc1)c1ccc(Cl)cc1
  A: 8 | B: -8 | C: -22 | D: 5 | E: -9 | F: 4 | G: 7 | H: 5

COc1ccccc1C(=O)NC(=O)COC(=O)C1CC1C (stereo unspecified)
  A: 7 | B: -6 | C: -2 | D: 4 | E: 2 | F: 3 | G: -41 | H: -5

COc1cccc(CNC(=O)CN2C(=O)CSc3ccc(S(=O)(=O)N4CCCC4)cc32)c1
  A: 4 | B: 1 | C: 7 | D: 11 | E: 15 | F: 10 | G: -4 | H: -6

CCOC(=O)Cc1nnc(Nc2ccc(C)cc2C)c2ccccc12
  A: -10 | B: 2 | C: 1 | D: 17 | E: 8 | F: 7 | G: -4 | H: 1

Cn1c(SCC(=O)NCc2ccc3c(c2)OCO3)nnc1-c1c[nH]c2ccccc12
  A: -5 | B: 1 | C: 8 | D: 17 | E: 3 | F: 8 | G: 21 | H: 0

CCn1cc(/C=C(\NC(=O)c2ccc(OC)cc2)C(=O)N2CCN(C)CC2)c2ccccc21
  A: 4 | B: -4 | C: -5 | D: 10 | E: 12 | F: 4 | G: 5 | H: 8

COc1cc2c(cc1OC)CN(C(=S)Nc1ccc(OC(F)F)cc1)CC2
  A: 7 | B: 0 | C: 0 | D: 10 | E: -1 | F: -1 | G: -4 | H: 4

CC(=O)C[C@H](O)CC(=O)[C@@H]1OC(=O)CCCCCCCCc2ccccc21
  A: -6 | B: -10 | C: -8 | D: -41 | E: 2 | F: -1 | G: 4 | H: -4

O=C(COc1cccc2cccnc12)NCc1cccs1
  A: -9 | B: -10 | C: 6 | D: 1 | E: -14 | F: 3 | G: -11 | H: -2

FC(F)(F)c1ccccc1/C=N/Nc1ccccn1
  A: -7 | B: 7 | C: -5 | D: 9 | E: 15 | F: -3 | G: 13 | H: 12

COc1ccccc1/C=N/NC(=O)c1cc2c(OC)c(OC)ccc2[nH]1
  A: -11 | B: -3 | C: 40 | D: -38 | E: -3 | F: -6 | G: 4 | H: 2

Cc1c(CN2CCC(n3nccc3NC(=O)C3CC3)CC2)[nH]c2ccccc12
  A: -6 | B: 0 | C: 1 | D: -7 | E: 4 | F: -11 | G: 10 | H: 12

COC(=O)c1cc(Cl)c(NC(=O)/C=C/c2ccc(Cl)cc2Cl)cc1OC
  A: 12 | B: 2 | C: -22 | D: -24 | E: 12 | F: 10 | G: -20 | H: -11

O=C(C1CCN(S(=O)(=O)c2ccccc2F)CC1)N1CCc2ccccc21
  A: 4 | B: 5 | C: 6 | D: -6 | E: 5 | F: -1 | G: 5 | H: -3

Cc1nn(C)c(C)c1CN(C)C(=O)CCCC(=O)O
  A: 0 | B: -1 | C: 4 | D: 13 | E: 9 | F: 2 | G: 14 | H: -5

COc1c(Br)cc(Br)cc1/C=N/NC(=O)c1ccncc1
  A: 16 | B: -8 | C: 5 | D: 7 | E: 15 | F: -10 | G: 14 | H: 0

COc1ccc(N2C(=O)C(CN3CCCCC3)C2c2ccccc2)cc1 (stereo unspecified)
  A: -1 | B: 0 | C: -8 | D: -15 | E: 10 | F: 2 | G: 12 | H: 17

Cc1ccc(SC(C)c2nc(-c3cccnc3)no2)cc1 (stereo unspecified)
  A: 8 | B: 1 | C: -3 | D: 5 | E: -6 | F: 4 | G: 25 | H: 0

Oc1ccc(-c2sc(Nc3ccccc3)n[n+]2-c2ccc(F)cc2)cc1
  A: -2 | B: -2 | C: -9 | D: -12 | E: 4 | F: -2 | G: 3 | H: -16

CC(C)(CNC(=O)c1ccc(NS(=O)(=O)c2ccc(F)cc2)cc1)N1CCOCC1
  A: -13 | B: -5 | C: 8 | D: -11 | E: 17 | F: -8 | G: 3 | H: -5

O=C(CN1C(=O)C(=O)c2ccccc21)NC1CCCCC1
  A: 8 | B: -6 | C: -12 | D: 12 | E: 14 | F: -4 | G: 12 | H: -7

CCOC(=O)CC1C(=O)NCCN1C(=O)c1sc2ccccc2c1Cl (stereo unspecified)
  A: 1 | B: 4 | C: 0 | D: 11 | E: -14 | F: 5 | G: -6 | H: -5

Cc1cc(SCc2ccc(Cl)cc2Cl)nc(=O)[nH]1
  A: 6 | B: 1 | C: 17 | D: -4 | E: 2 | F: -3 | G: 5 | H: -15

Cc1ccc(N2C(=O)c3ccccc3C2C(=O)c2ccc(O)cc2O)cc1 (stereo unspecified)
  A: -11 | B: -6 | C: -6 | D: -4 | E: 19 | F: 2 | G: 0 | H: -3

O=C(Nc1ccccc1C(=O)N1CCNCC1)c1ccco1
  A: x | B: -1 | C: -6 | D: -12 | E: x | F: x | G: 9 | H: x

CCCN1C2CCCC1CC(NC(=S)Nc1ccc(OC)cc1)C2 (stereo unspecified)
  A: 0 | B: 0 | C: 6 | D: -14 | E: 6 | F: 2 | G: 21 | H: 10

Cc1ncc([N+](=O)[O-])n1S(=O)(=O)c1cc(Br)ccc1Br
  A: -14 | B: -8 | C: -25 | D: -35 | E: 9 | F: -17 | G: 2 | H: -17

COc1ccc([N+](=O)[O-])c2c(=O)ccoc12
  A: 8 | B: -6 | C: -15 | D: -6 | E: -1 | F: -1 | G: 0 | H: -2

COc1ccc(-c2cc3n(n2)CCc2nc4ccccc4n2-3)cc1
  A: 5 | B: 10 | C: -25 | D: 18 | E: -14 | F: -7 | G: 3 | H: -3

CCOC(=O)COc1ccc(S(=O)(=O)Nc2cccc(SC)c2)cc1
  A: -1 | B: 3 | C: 2 | D: 10 | E: 8 | F: -14 | G: -4 | H: 14

COc1cc(CC(=O)Nc2nc(-c3ccccc3)c(C(C)=O)s2)cc(OC)c1OC
  A: 13 | B: 8 | C: 2 | D: 5 | E: 22 | F: -2 | G: -1 | H: 9

Cc1cc(=O)c(C(=O)OC(C)C(=O)NC(N)=O)nn1-c1ccc(Cl)cc1 (stereo unspecified)
  A: 0 | B: 4 | C: -8 | D: -3 | E: 13 | F: -2 | G: -8 | H: 13

O=C(Nc1ncn[nH]1)c1c(Cl)ccc(Cl)c1Cl
  A: 3 | B: 6 | C: 6 | D: 20 | E: -2 | F: -3 | G: 9 | H: 1

COc1ccc(/C=C/C(=O)NCc2ccccn2)cc1OC
  A: -10 | B: 0 | C: -11 | D: 17 | E: -5 | F: -7 | G: -12 | H: -8

3 of the entries above in order of the EBI2 antag value, low to high.
SMILES	EBI2 antag
CCCN1C2CCCC1CC(NC(=S)Nc1ccc(OC)cc1)C2 (stereo unspecified)	0
COc1ccc([N+](=O)[O-])c2c(=O)ccoc12	8
COc1cc(CC(=O)Nc2nc(-c3ccccc3)c(C(C)=O)s2)cc(OC)c1OC	13

Grouped by structure: the entries above containing a furan ring, fused or not (2)
Labels used below: A = EBI2 antag; B = UBC13 inh; C = Jurkat NFkB inh; D = 697 NFkB inh; E = CCR6 antag; F = CXCR6 block; G = APJ antag; H = Gli-Sufu block
CC1CCN(C(=O)CNC(=O)c2ccc(Br)o2)CC1
  A: -3 | B: -7 | C: -7 | D: -47 | E: 14 | F: 8 | G: -4 | H: -56

O=C(Nc1ccccc1C(=O)N1CCNCC1)c1ccco1
  A: x | B: -1 | C: -6 | D: -12 | E: x | F: x | G: 9 | H: x
